High-throughput results (PubChem)
PGC1a acetyl inh – inhibitors of PGC1a acetylation signal, primary screen, cell-based, U2OS, AlphaScreen, inhibitor mode | AlphaScreen anti-acetyl-lysine; with virally co-expressed GCN5 acetyltransferase | inhibition, % at 15.6 µM | actives 0.17% (n = 350,000);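 active = every replicate shows inhibition of at least 40%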;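 also: 0% = neutral control wells and 100% = positive control wells; some results beyond the cut were filed as inactive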
PglD DTNB – C. jejuni PglD acetyltransferase inhibitors, primary screen, biochemical, DTNB colorimetric, single point; UDP-N-acetylbacillosamine N-acetyltransferase PglD (Campylobacter jejuni); purified PglD enzyme, DTNB colorimetric CoA detection; inhibition, % at 12.5 µM; actives 0.098% (n = 360,000); AID 602405, 2012; in the data active = inhibition above about 16%, passing the limit was not always enough; also: strong numbers were not always called active
PAX8 reporter – inhibitors of PAX8-driven TPO luciferase reporter, primary screen, RMG-I cells, single concentration | SteadyGlo, 24 h | inhibition, % at 12.6 µM | actives 1.2% (n = 360,000);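 active = mean replicate inhibition at least 60% with every replicate also reaching 60%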;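 also: luciferase light reporting Pax8 driven TPO promoter activity; plate controls were median of neutral control wells for no effect and mitoxantrone controls for full effect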
FN deposition inh – inhibitors of fibronectin matrix deposition, primary screen, AH1F cells, Alexa488-fibronectin fluorescence, plate reader | actives 0.086% (n = 350,000) | AID 743247, 2014 | AH1F fibroblasts, overnight | inhibition, % at 12.6 µM;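 active = mean inhibition across replicates of 30% or more, regardless of how many single replicates reach that level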;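 also: positive control wells lacked labelled fibronectin entirely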
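Material: AH1F fibroblasts assembling fluorescent fibronectin matrix; amount: 10000 AH1F cells/well; medium: DMEM, 2% serum; reagent: Alexa488-fibronectin, 24 nM final in well; dosing: single compound dose, delivered by pin transfer; incubation: 1 h adhesion, overnight exposure; detection: fluorescence after three HBSS washes, excitation 485 nm, emission 525 nm; measure: fibronectin deposition inhibition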
ERAP1 HTS inh – human ERAP1 aminopeptidase inhibitors, primary screen, biochemical, single point, plate reader | inhibition, % at 10.7 µM | Endoplasmic reticulum aminopeptidase 1 (Homo sapiens), Q9NZ08 | AID 652197, 2013 | recombinant ERAP1, Leu-AMC fluorescence, 60 min | actives 0.15% (n = 340,000);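 active = mean replicate inhibition of at least 30%, or all replicates individually reaching that 30% level; inactive = mean below 30% and not every replicate reaching it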;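 also: 0% = neutral control wells and 100% = L-leucinethiol positive control wells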
Target sequence (Q9NZ08 whole entry, looked up): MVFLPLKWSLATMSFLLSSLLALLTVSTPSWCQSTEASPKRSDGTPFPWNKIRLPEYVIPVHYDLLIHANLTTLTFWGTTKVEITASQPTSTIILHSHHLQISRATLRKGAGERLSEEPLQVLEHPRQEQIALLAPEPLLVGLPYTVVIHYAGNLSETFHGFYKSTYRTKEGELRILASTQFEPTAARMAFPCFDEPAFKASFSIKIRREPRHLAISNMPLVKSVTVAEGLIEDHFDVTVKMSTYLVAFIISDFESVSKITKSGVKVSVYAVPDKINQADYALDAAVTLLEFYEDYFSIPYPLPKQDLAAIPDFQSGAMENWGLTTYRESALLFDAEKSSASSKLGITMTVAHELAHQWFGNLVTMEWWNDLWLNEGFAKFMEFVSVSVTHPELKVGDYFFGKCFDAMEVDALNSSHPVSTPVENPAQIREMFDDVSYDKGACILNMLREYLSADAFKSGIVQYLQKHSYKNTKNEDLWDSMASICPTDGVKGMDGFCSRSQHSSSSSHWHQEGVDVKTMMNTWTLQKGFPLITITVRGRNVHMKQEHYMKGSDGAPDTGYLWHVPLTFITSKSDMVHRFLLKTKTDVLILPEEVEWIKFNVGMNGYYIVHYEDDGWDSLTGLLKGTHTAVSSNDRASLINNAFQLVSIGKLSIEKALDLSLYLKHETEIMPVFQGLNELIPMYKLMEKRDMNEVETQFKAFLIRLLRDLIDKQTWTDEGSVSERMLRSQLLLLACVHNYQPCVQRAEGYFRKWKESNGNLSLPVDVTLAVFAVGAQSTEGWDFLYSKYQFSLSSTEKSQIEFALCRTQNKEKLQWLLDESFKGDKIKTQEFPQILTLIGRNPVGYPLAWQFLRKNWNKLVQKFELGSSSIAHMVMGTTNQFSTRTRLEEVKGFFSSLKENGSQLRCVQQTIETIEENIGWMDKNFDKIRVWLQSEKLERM
LGR2 inh – inhibitors of bursicon-induced LGR2 CRE-luciferase signal, primary screen, cell-based, HEK293, CRE-luciferase reporter, bursicon stimulation; bursicon-stimulated, 4 h; inhibition, % at 9.99 µM; actives 0.35% (n = 380,000);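 active = drop in luminescence signal, shown as inhibition above about 50% in the replicate tests, limit read from the data, passing the limit was not always enough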;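 also: agonist challenge used bursicon conditioned medium at about half maximal strength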
S100A4 MyoIIA – inhibitors of S100A4-myosin IIA peptide binding, primary screen, biochemical, fluorescence polarization, TAMRA-MyoIIA peptide | Protein S100-A4 (Homo sapiens), P26447 | inhibition, % at 10.7 µM | actives 0.14% (n = 360,000) | AID 652163, 2013;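 active = mean inhibition of at least 70% across replicates, with every replicate also reaching that level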
Target sequence (P26447 whole entry, looked up): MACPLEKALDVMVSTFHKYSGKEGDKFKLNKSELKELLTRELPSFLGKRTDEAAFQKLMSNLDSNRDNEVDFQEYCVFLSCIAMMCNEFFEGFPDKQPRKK
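Test system: S100A4 monomer protein. Medium: HEPES buffer with Ca2+, pH 7.2. Reagent: fluorescent myosin IIA peptide, 5 nM. Compound dosing: single-point compound testing. Timing: 5 min between mix addition and reading. Benchmarks: DMSO neutral and TFP positive wells.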
EWS-Fli block – EWS/Fli-driven NR0B1 reporter inhibitors, primary screen, A673 cells, NR0B1 luciferase, luminescence, MLPCN library | viability-normalised | actives 0.67% (n = 350,000) | inhibition, % at 12.6 µM | AID 651661, 2012;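 active = mean inhibition of at least 50% after viability correction, with every replicate also passing that limit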;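 also: firefly luciferase signal divided by Alamar Blue viability fluorescence both relative to DMSO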
The depositor's hits bear a star; . = no result given; & = joins results of further samples.

Preview:
Under each structure – PglD DTNB | PGC1a acetyl inh | LGR2 inh | S100A4 MyoIIA | FN deposition inh | EWS-Fli block | ERAP1 HTS inh | PAX8 reporter
1) COc1cc2c(c(OC)c1OC)C1(CCCCC1)CC2NS(=O)(=O)C(C)C (stereo unspecified)
  . | . | -12 | -12 | 15 | -8 | 1 | -19
2) CO[C@@H]1CN(C)C(=O)c2cc(NS(=O)(=O)c3cccc(F)c3)ccc2OC[C@H](C)N(Cc2cc(F)ccc2F)C[C@H]1C
  -1 | -3 | 11 | 8 | . | 21 | -2 | .
3) CCCn1ncc(CN2CCC(C(=O)Nc3cccc(-c4cccc(F)c4)c3)CC2)c1C
  0 | . | 14 | 11 | 2 | . | -2 | 23
4) COc1ccc(C(=O)N/C(=C\c2ccccc2)C(=O)Nc2ccc(C(=O)NCC(=O)O)cc2)cc1
  8 | 24 | 20 | -3 | 2 | -6 | 3 | 21
5) O=C(C[C@H]1C[C@@H]2c3cc(NC(=O)Nc4ccccc4F)ccc3O[C@@H]2[C@H](CO)O1)NCc1ccncc1
  2 | 3 | -3 | 12 | -7 | 6 | 0 | -2
6) COc1ccc(NC(=O)N[C@@H]2CC[C@@H](CC(=O)NC3CCCCC3)O[C@@H]2CO)cc1
  2 | -1 | -7 | -12 | -8 | -1 | 3 | -1

Results (from the top)
Under each structure – PglD DTNB | PGC1a acetyl inh | LGR2 inh | S100A4 MyoIIA | FN deposition inh | EWS-Fli block | ERAP1 HTS inh | PAX8 reporter
1) COc1cc2c(c(OC)c1OC)C1(CCCCC1)CC2NS(=O)(=O)C(C)C (stereo unspecified)
  . | . | -12 | -12 | 15 | -8 | 1 | -19
2) CO[C@@H]1CN(C)C(=O)c2cc(NS(=O)(=O)c3cccc(F)c3)ccc2OC[C@H](C)N(Cc2cc(F)ccc2F)C[C@H]1C
  -1 | -3 | 11 | 8 | . | 21 | -2 | .
3) CCCn1ncc(CN2CCC(C(=O)Nc3cccc(-c4cccc(F)c4)c3)CC2)c1C
  0 | . | 14 | 11 | 2 | . | -2 | 23
4) COc1ccc(C(=O)N/C(=C\c2ccccc2)C(=O)Nc2ccc(C(=O)NCC(=O)O)cc2)cc1
  8 | 24 | 20 | -3 | 2 | -6 | 3 | 21
5) O=C(C[C@H]1C[C@@H]2c3cc(NC(=O)Nc4ccccc4F)ccc3O[C@@H]2[C@H](CO)O1)NCc1ccncc1
  2 | 3 | -3 | 12 | -7 | 6 | 0 | -2
6) COc1ccc(NC(=O)N[C@@H]2CC[C@@H](CC(=O)NC3CCCCC3)O[C@@H]2CO)cc1
  2 | -1 | -7 | -12 | -8 | -1 | 3 | -1
7) COc1cc(CNc2ccc3c(c2)CCC3)cc(OC)c1O
  -4 | -2 | 19 | . | 5 | . | . | .
8) CCC1=NN(C(=O)Cc2ccc(OC)cc2)C(O)(C(F)(F)F)C1 (stereo unspecified)
  6 | 6 | 14 | 8 | . | -9 | -2 | .
9) Cc1cc(C)nc(/N=C2/NC(=O)CS2)n1
  3 | 4 | -5 | 3 | . | -2 | 15 | .
10) O=C(N[C@@H]1CC[C@H](CCNC(=O)C2CCCCC2)O[C@H]1CO)c1ccncc1
  3 | 17 | 6 | -6 | 2 | 3 | 0 | -22
11) O=C(CN1C(=O)NC2(CCCC2)C1=O)OCc1c(F)cccc1Cl
  3 | . | 18 | -10 | 4 | -6 | -1 | -2
12) O=C(Nc1ccc(F)cc1)N1CC(=O)N2[C@H](CO)[C@@H](c3ccc(-c4cccc(F)c4)cc3)[C@H]2C1
  . | -5 | -10 | -7 | -1 | 5 | 1 | 28
13) CC(C)CN(C(=O)COC(=O)c1cccc2ccccc12)c1c(N)n(Cc2ccccc2)c(=O)[nH]c1=O
  . | . | 3 | -11 | . | 7 | 2 | -15
14) COc1cccc(-c2nn(-c3ccc(C)cc3)cc2C(=O)N2CCc3cc(OC)c(OC)cc3C2)c1
  3 | . | -4 | -5 | 15 | -1 | -1 | 18
15) CC1(C(=O)Nc2cccc(C#N)c2)CCN1C(=O)Cc1ccc(-c2ccccc2)cc1 (stereo unspecified)
  -1 | 23 | 10 | 4 | 3 | 27 | 2 | 23
16) CN1CCc2c(c3ccccc3n2Cc2ccccc2)C1
  -3&-5 | 5&26 | -4&-2 | 0&-4 | 6&6 | 4&1 | 1&6 | -1&-2
17) Fc1cccc(Cc2c(-c3ccco3)nc3c(Cl)cc(C(F)(F)F)cn23)c1
  -2 | -3 | 7 | -15 | -1 | 0 | 5 | 3
18) COc1ccc(N2C(=O)CC(N3CCC(C(N)=O)CC3)C2=O)cc1 (stereo unspecified)
  -2 | -3 | -11 | . | 6 | . | . | .
19) CNC(=O)C[C@H]1CC[C@H]2[C@H](COc3ccc(NC(=O)NC(C)C)cc3C(=O)N2C)O1
  0 | 3 | 14 | . | 7 | -7 | . | -24
20) Cc1ccc(NC(=O)COC(=O)CC2CCCC2)cc1F
  4 | 3 | 4 | -2 | 5 | -4 | -3 | 7
21) COc1ccc(N(C(=O)c2snc(C(N)=O)c2N)C(C(=O)NCc2ccccc2)c2ccc(O)cc2)cc1 (stereo unspecified)
  3 | . | 9 | 0 | 2 | 8 | 2 | 12
22) Brc1cc2c(cc1C1OCCCO1)OCO2
  . | . | 0 | -5 | 4 | 0 | 5 | 1
23) CCOC(=O)C(CNc1ccc(O)cc1)NC(=O)c1ccccc1 (stereo unspecified)
  . | . | -17 | 43 | -3 | -5 | -1 | -40
24) COc1ccc(C(=O)CN2CCN(c3cc(C)nc4ccccc34)CC2)cc1
  -4 | -2 | 1 | -4 | -3 | 7 | 0 | -7
25) CC1CCCCN1c1ncnc(N)c1[N+](=O)[O-] (stereo unspecified)
  . | . | 17 | 26 | -1 | -27 | 1 | -31
26) CCCCC(=O)Nc1c2c(nn1-c1ccc(C)cc1)CS(=O)(=O)C2
  2 | 9 | -6 | -1 | -3 | 4 | 0 | -8
27) Cc1sc2nc(CN(Cc3ccccc3)C(=O)NC3CCCCC3)[nH]c(=O)c2c1C
  -1 | -15 | -3 | . | 2 | . | . | .
28) COc1ccccc1CNC(=O)COC(=O)c1sc(C)nc1C
  8 | 4 | -25 | -3 | -7 | -3 | 2 | -14
29) CCC(C)NCCCCOc1cc(C)cc(C(C)C)c1 (stereo unspecified)
  . | . | . | 0 | -6 | 1 | 1 | 0
30) CC(N)c1csc(Nc2ccc(C(=O)c3ccccc3)cc2)n1 (stereo unspecified)
  -5 | 1 | -5 | -5 | . | 1 | 0 | 14
31) CCC(=O)N(C)C[C@@H]1Oc2cc(C#C[C@@H](C)O)ccc2S(=O)(=O)N([C@@H](C)CO)C[C@@H]1C
  5 | 2 | 12 | 3 | 5 | -7 | 3 | -16
32) Cc1noc(C)c1NC(=O)Nc1cccc2c1O[C@H](CN(C)C(=O)Nc1ccc(C(F)(F)F)cc1)[C@@H](C)CN([C@H](C)CO)C2=O
  -6 | 10&4 | -2&1 | 7&11 | 12&19 | -13&2 | 1&-69 | 8&10
33) O=C(Cc1ccc(Br)cc1)Nc1cccc(-c2cn3c(n2)SCC3)c1
  . | -1 | -28 | -1 | 2 | -31 | -2 | 4
34) O=C(CSc1ccc(-c2cccs2)nn1)Nc1ccccc1
  . | -8 | -17 | 5 | 3 | -2 | -3 | -8
35) CN(C)NC1CC(=O)N(c2ccccc2)C1=O (stereo unspecified)
  0 | 15 | 12 | 2 | -18 | 15 | 2 | 7
36) CC(C)(C)NC(=O)COC(=O)/C=C/c1ccccc1[N+](=O)[O-]
  3 | -13 | . | . | 7 | . | . | 11
37) COc1ccc(NC(=O)c2ccccc2NC(=O)CSc2ccc(C)cc2)cc1
  3 | . | 5 | -4 | . | -45 | -5 | .
38) COC(=O)c1ccccc1NC(=O)CSc1nc2ccsc2c(=O)n1CCCCC(=O)O
  -1 | 5 | -12 | 1 | 2 | 3 | -3 | -5
39) COc1ccc(NC(=O)c2cc(F)cc(F)c2)cc1S(=O)(=O)N1CCCCC1
  2 | -1 | 14 | 7 | 8 | 19 | 0 | 11
40) C[C@@H]1CN([C@H](C)CO)C(=O)Cc2cc(NS(=O)(=O)c3cccs3)ccc2O[C@H]1CN(C)Cc1ccc(-c2ccccc2)cc1
  -4 | 19 | -21 | 9 | -4 | -5 | -1 | -58

One compound at a time, from the list above:
O=C(CSc1ccc(-c2cccs2)nn1)Nc1ccccc1 in the list: PglD DTNB: .; PGC1a acetyl inh: -8; LGR2 inh: -17; S100A4 MyoIIA: 5; FN deposition inh: 3; EWS-Fli block: -2; ERAP1 HTS inh: -3; PAX8 reporter: -8
CN(C)NC1CC(=O)N(c2ccccc2)C1=O (stereo unspecified) in the list: PglD DTNB: 0; PGC1a acetyl inh: 15; LGR2 inh: 12; S100A4 MyoIIA: 2; FN deposition inh: -18; EWS-Fli block: 15; ERAP1 HTS inh: 2; PAX8 reporter: 7
Cc1noc(C)c1NC(=O)Nc1cccc2c1O[C@H](CN(C)C(=O)Nc1ccc(C(F)(F)F)cc1)[C@@H](C)CN([C@H](C)CO)C2=O in the list: PglD DTNB: -6; PGC1a acetyl inh: 10&4; LGR2 inh: -2&1; S100A4 MyoIIA: 7&11; FN deposition inh: 12&19; EWS-Fli block: -13&2; ERAP1 HTS inh: 1&-69; PAX8 reporter: 8&10

Following part:
Under each structure – PglD DTNB | PGC1a acetyl inh | LGR2 inh | S100A4 MyoIIA | FN deposition inh | EWS-Fli block | ERAP1 HTS inh | PAX8 reporter
41) OC(c1ccc(Cl)c(F)c1)c1ncc(-c2ccc(Oc3ccccc3)cc2)[nH]1 (stereo unspecified)
  -4 | 0 | 24 | -4 | 2 | -4 | -2 | -141
42) CC(C)CN1CCC(=O)N([C@H](CO)Cc2ccccc2)CC1
  2 | -16 | -6 | 0 | -17 | 1 | 2 | -4
43) O=C(c1cc(-c2ccc3c(c2)OCO3)on1)N1CCCCC1
  -3 | . | 49 | 1 | -1 | 48 | -1 | -16
44) O=c1cc(-c2ccc(O)cc2)oc2cc(O)c([C@@H]3O[C@H](CO)[C@@H](O)[C@H](O)[C@H]3O)c(O)c12
  0 | 8 | 6 | 0 | . | 1 | 2 | .
45) O=S(=O)(c1cnccc1N1CCN(CCO)CC1)N1CCCCC1
  1 | . | 6 | 4 | -3 | -2 | -3 | -8
46) COc1ccc(OC)c(CCNC(=O)CN2C(=O)COc3ccc(S(=O)(=O)N4CCOCC4)cc32)c1
  4 | 3 | -1 | -1 | -4 | . | 1 | -6
47) O=C(CCCC(=O)c1ccc(O)cc1)c1ccc(O)cc1
  7 | -2 | 0 | -3 | 0 | -56 | . | -242
48) COc1cccc(C(=O)NC(=S)Nc2ccc(Cl)cc2C(=O)O)c1
  5 | 7 | 11 | -3 | -6 | 1 | 3 | 11
49) CCOc1cc2[nH]c(=S)n(CCCC(=O)NCc3ccco3)c(=O)c2cc1OCC
  -3 | 4 | -5 | -1 | . | 21 | 1 | .
50) CCOc1ccccc1CN(Cc1ccco1)S(=O)(=O)c1ccc(-n2cnnn2)c(OC)c1
  3 | -57 | 14 | 32 | . | . | -2 | .
51) COc1ccc(C(=O)NC(=S)Nc2cccnc2)cc1OC
  . | 16 | -12 | -4 | -1 | -4 | 0 | -14
